KCNQ1 act: potentiators or activators of KCNQ1 channel, primary screen, cell-based, thallium flux, high-throughput. B-score at 10 µM. 310,000 tested, 0.35% active. CHO-K1 KCNQ1, thallium flux FluxOR fluorescence; hits give high values;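 active = fluorescence ratio B-score, a plate-corrected score, at least three library SD, with initial intensity B-score within 5 SD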
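Assay system: stable KCNQ1 CHO-K1 line; medium: assay buffer, equal DMSO in all wells; timing: 90 min dye loading and 20 min compound exposure, both at room temperature; technique: kinetic FluxOR thallium fluorescence, 10-s 1-Hz baseline, 110-s post-stimulus read; read-out basis: B score of baseline-normalized fluorescence ratio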
KCNK3 block: human KCNK3 channel inhibitors, primary screen, CHO cells, FluxOR thallium flux, B-score; 340,000 tested, 0.84% active; AID 602410, 2012; FluxOR fluorescence; hits give low values; B-score at 10 µM;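 active = B-score under library mean minus 4 SD, starting fluorescence ratio at most library mean plus 5 SD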;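 also: more negative B-score means stronger inhibition of thallium flux through KCNK3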
DYRK1A inh: rat Dyrk1A kinase inhibitors, primary screen, biochemical, single point, plate reader; Dual specificity tyrosine-phosphorylation-regulated kinase 1A (Rattus norvegicus), Q63470; ADP-Glo luminescence, NFATc1 peptide; inhibition, % at 12.5 µM; 310,000 tested, 0.43% active; in the data active = inhibition above about 50%;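 also: plate controls were vehicle with enzyme for no effect and no enzyme for full effect; many of its hits are not listed in these tables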
KCNQ1 inh: inhibitors of human KCNQ1 channel, primary screen, cell-based, thallium flux, high-throughput; Potassium voltage-gated channel subfamily KQT member 1 (Homo sapiens), P51787; B-score at 10 µM; CHO-K1 KCNQ1, FluxOR thallium flux fluorescence; hits give high values; 310,000 tested, 1.3% active;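 active = compounds whose thallium flux B-score, printed positive for inhibition, exceeds three library SD while starting fluorescence stays within three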;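 also: channel opened by potassium depolarization with thallium stimulus after 20 min compound exposure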
Platelet DG rel: inhibitors of platelet dense granule secretion, primary screen, cell-based, MLPCN, human platelets | human platelet-rich plasma, SFLLRN dense granule ATP release, luminescence | 300,000 tested, 0.22% active | inhibition, %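 (compounds screened at 7.5 µM in platelet-rich plasma)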;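 active = mean replicate score, as percent of positive control, at or above 50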
TRPC4 agonist: activators of mouse TRPC4 channel, primary screen, Fluo4 calcium, HEK293 TRPC4beta/mu-opioid cells. B-score at 10 µM. 310,000 tested, 0.49% active. Fluo4 calcium fluorescence; hits give high values;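 active = B-score above 5 SD of library B-scores, and initial fluorescence ratio not above library mean plus 5 SD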;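 also: positive B-score marks a calcium rise read as TRPC4 activation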
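System – HEK293 cells stably co-expressing mouse TRPC4beta and mu-opioid receptor · Signal – Fluo4 calcium-sensitive dye fluorescence, kinetic, 1 Hz baseline · Benchmarks – buffer (low) and maximal DAMGO (high) · Read-out – B score of integrated fluorescence ratio per well · Incubation – dye loading 45 min room temperature, 110 s kinetic read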
TRPC4 PAM: positive allosteric modulators of TRPC4, primary screen, cell-based, mouse TRPC4beta, HEK293 mu-opioid, Fluo-4 calcium. B-score at 10 µM. DAMGO EC20, Fluo-4 Ca2+ flux; hits give high values. 310,000 tested, 0.42% active. AID 2227, 2009;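 active = B-score of calcium response area above 5 SD of library B-scores, with initial fluorescence ratio within 5 SD of library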;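 also: B-score of integrated fluorescence ratio over time as area under calcium response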
PolyA inhibitor: polyadenylation inhibitors in yeast reporter cells, primary screen, luminescence, S. cerevisiae | S. cerevisiae SKY197-pL101 polyadenylation reporter, beta-gal luminescence; efflux-impaired pdr1/pdr3 knockout yeast; score 100 = 6 SD above DMSO | calls only at 12 µM | 300,000 tested, 0.02% active;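 active = lowest replicate activity score at least 50, where 100 means six control SD above control mean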;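 also: yeast exposed to compound for 9 h at 30 °C; higher score means more reporter readthrough which indicates perturbed polyadenylation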
KCNK9 inh: KCNK9 potassium channel inhibitors, primary screen, HEK293 cells, thallium flux | Potassium channel subfamily K member 9 (Homo sapiens), Q9NPC2 | 310,000 tested, 1.2% active | B-score at 10 µM | AID 488922, 2010 | FluxOR thallium flux fluorescence; hits give low values;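 active = ratio B-score over 3 SD below the library mean, with starting fluorescence within 5 SD of its mean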;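 also: negative B-score means less thallium flux so channel inhibition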
TRPC4 inh: inhibitors of mouse TRPC4 channel, primary screen, Fluo4 calcium, HEK293 TRPC4beta/mu-opioid cells | Short transient receptor potential channel 4 (Mus musculus), Q9QUQ5 | DAMGO-evoked Fluo4 calcium flux; hits give low values | B-score at 10 µM | 300,000 tested, 0.39% active;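 active = B-score over 3 SD under the library average, no early fluorescence shift, positive overall ratio signal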
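test system = HEK293 cells with stable TRPC4beta plus mu-opioid receptor expression | detection = Fluo4 Ca2+ flux fluorescence | read-out = integrated fluorescence ratio relative to baseline, converted to per-well B score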
hERG protect: hERG rescue from dofetilide block, primary screen, cell-based, CHO-hERG, FluxOR thallium flux, dofetilide IC70; Voltage-gated inwardly rectifying potassium channel KCNH2 (Homo sapiens), Q12809; dofetilide IC70 present; activation (rescue from dofetilide block), less the hit threshold, % at 10 µM; 310,000 tested, 0.51% active;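 active = activation above the mean of controls blocked by dofetilide plus 5 SD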;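 also: thallium influx through hERG after potassium depolarization seen as dye fluorescence rise; in these data hits start at about 4.7%; inactives centre near -7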
Target sequence (Q12809 whole entry, looked up): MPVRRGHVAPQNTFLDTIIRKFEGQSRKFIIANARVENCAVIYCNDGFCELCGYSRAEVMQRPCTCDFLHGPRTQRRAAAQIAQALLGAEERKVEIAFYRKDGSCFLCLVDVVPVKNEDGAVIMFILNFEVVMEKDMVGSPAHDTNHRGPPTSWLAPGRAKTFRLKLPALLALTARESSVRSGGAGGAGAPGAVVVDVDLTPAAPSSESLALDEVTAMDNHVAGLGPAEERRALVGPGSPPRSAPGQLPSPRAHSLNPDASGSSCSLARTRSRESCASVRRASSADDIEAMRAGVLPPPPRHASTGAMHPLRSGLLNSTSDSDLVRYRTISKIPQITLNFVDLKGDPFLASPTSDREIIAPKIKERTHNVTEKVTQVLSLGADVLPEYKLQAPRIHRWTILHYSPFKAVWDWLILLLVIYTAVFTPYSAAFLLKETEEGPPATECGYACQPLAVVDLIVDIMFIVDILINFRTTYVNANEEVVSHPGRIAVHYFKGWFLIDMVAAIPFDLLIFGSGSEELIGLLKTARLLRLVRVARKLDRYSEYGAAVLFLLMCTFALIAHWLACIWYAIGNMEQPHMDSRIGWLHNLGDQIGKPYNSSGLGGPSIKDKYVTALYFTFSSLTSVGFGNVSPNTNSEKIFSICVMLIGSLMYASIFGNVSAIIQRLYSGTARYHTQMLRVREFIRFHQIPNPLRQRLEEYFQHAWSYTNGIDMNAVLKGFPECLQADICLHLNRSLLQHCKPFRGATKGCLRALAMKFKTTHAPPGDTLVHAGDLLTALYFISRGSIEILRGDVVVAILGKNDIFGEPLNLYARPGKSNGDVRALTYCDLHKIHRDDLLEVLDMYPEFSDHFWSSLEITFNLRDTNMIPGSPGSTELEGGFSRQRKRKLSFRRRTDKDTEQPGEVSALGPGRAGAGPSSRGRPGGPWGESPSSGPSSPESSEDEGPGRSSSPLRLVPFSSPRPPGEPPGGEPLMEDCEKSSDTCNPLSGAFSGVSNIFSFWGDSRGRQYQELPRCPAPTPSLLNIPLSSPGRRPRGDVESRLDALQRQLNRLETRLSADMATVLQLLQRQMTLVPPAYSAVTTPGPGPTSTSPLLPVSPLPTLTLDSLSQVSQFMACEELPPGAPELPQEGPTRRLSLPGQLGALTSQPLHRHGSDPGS
* hit, by the source's call; i = inactive; / = not tested or not shown. An excerpt; the hit share may differ from the screen's.

The first 9 entries, ahead of the listing:
nr	mol	KCNQ1 act	KCNK3 block	DYRK1A inh	KCNQ1 inh	Platelet DG rel	TRPC4 agonist	TRPC4 PAM	PolyA inhibitor	KCNK9 inh	TRPC4 inh	hERG protect
1	CC1c2cc3c(cc2CCN1CC(=O)Nc1ccc(S(=O)(=O)N2CCCC2)cc1)OCCCO3 (stereo unspecified)	i	i	1	i	12	i	i	i	i	i	-7
2	CC(=O)NC(CC(=O)Nc1cccc(S(=O)(=O)N2CCCC2)c1)c1ccccc1 (stereo unspecified)	i	i	5	i	-1	i	i	i	i	i	-8
3	O=C(c1ccc(S(=O)(=O)N2CCCC2)cc1)N1CCN(S(=O)(=O)c2cccc(F)c2)CC1	i	i	/	i	-3	i	i	i	i	i	-9
4	CC(C)N1CC(C(=O)Nc2cccc([N+](=O)[O-])c2)CC1=O (stereo unspecified)	i	i	2	i	5	i	i	i	i	i	0
5	O=C(NC1CCCC1)C(c1ccccc1)N(Cc1cccnc1)C(=O)Cc1cccs1 (stereo unspecified)	i	i	-2	i	-1	i	i	i	i	i	-7
6	CCOc1ccccc1NC(=O)Cn1nnc(C(=O)NCCc2ccc(OC)c(OC)c2)c1N	i	i	2	i	0	i	i	i	i	i	-5
7	COc1cc(NC(=O)C(C)C)ccc1NC(=O)c1cc2ccccc2o1	i	i	13	i	-4	i	i	i	i	i	-7
8	O=C(/C=N/O)NCC1CCNCC1	i	i	-7	i	-1	i	i	i	i	i	-2
9	C/C=C/C(=O)OCC(=O)Nc1ccccc1Br	i	i	/	i	2	i	i	i	i	i	-3

Results, repeating the preview:
nr	mol	KCNQ1 act	KCNK3 block	DYRK1A inh	KCNQ1 inh	Platelet DG rel	TRPC4 agonist	TRPC4 PAM	PolyA inhibitor	KCNK9 inh	TRPC4 inh	hERG protect
1	CC1c2cc3c(cc2CCN1CC(=O)Nc1ccc(S(=O)(=O)N2CCCC2)cc1)OCCCO3 (stereo unspecified)	i	i	1	i	12	i	i	i	i	i	-7
2	CC(=O)NC(CC(=O)Nc1cccc(S(=O)(=O)N2CCCC2)c1)c1ccccc1 (stereo unspecified)	i	i	5	i	-1	i	i	i	i	i	-8
3	O=C(c1ccc(S(=O)(=O)N2CCCC2)cc1)N1CCN(S(=O)(=O)c2cccc(F)c2)CC1	i	i	/	i	-3	i	i	i	i	i	-9
4	CC(C)N1CC(C(=O)Nc2cccc([N+](=O)[O-])c2)CC1=O (stereo unspecified)	i	i	2	i	5	i	i	i	i	i	0
5	O=C(NC1CCCC1)C(c1ccccc1)N(Cc1cccnc1)C(=O)Cc1cccs1 (stereo unspecified)	i	i	-2	i	-1	i	i	i	i	i	-7
6	CCOc1ccccc1NC(=O)Cn1nnc(C(=O)NCCc2ccc(OC)c(OC)c2)c1N	i	i	2	i	0	i	i	i	i	i	-5
7	COc1cc(NC(=O)C(C)C)ccc1NC(=O)c1cc2ccccc2o1	i	i	13	i	-4	i	i	i	i	i	-7
8	O=C(/C=N/O)NCC1CCNCC1	i	i	-7	i	-1	i	i	i	i	i	-2
9	C/C=C/C(=O)OCC(=O)Nc1ccccc1Br	i	i	/	i	2	i	i	i	i	i	-3
10	COc1ccccc1OCc1cc(C(=O)N2CCN(C)C(c3ccccc3)C2)no1 (stereo unspecified)	i	i	1	i	-12	i	i	i	i	i	-11
11	Cc1cc(=O)oc2c3c(cc(OCC(=O)N4CCC[C@H]4C(=O)O)c12)OC(C)(C)CC3	i	i	18	i	10	i	i	i	i	i	-7
12	Cc1ccc(S(=O)(=O)NNC(=O)C(O)(c2ccccc2C)c2ccccc2C)cc1	i	i	9	i	-5	i	i	i	i	i	-8
13	CCOC(=O)c1c(NC(=O)CSc2n[nH]c(N)n2)sc(CC)c1C	i	i	/	i	-2	i	i	i	i	i	-5
14	Brc1ccc(OCc2ccccc2)c(CNCc2ccncc2)c1	i	i	8	i	-7	i	i	i	i	-5*	-31
15	O=C1CSC(c2ccccn2)N1c1ccc(Cl)c(Cl)c1 (stereo unspecified)	i	i	-3	i	-14	i	i	i	-7.6*	i	-9
16	CCc1ccc(S(=O)(=O)NCCOc2cccc3cccnc23)cc1	i	i	5	i	2	i	i	i	i	i	-6
17	Cn1c(SCC(=O)Nc2nc3c(s2)CCCC3)nnc1-c1ccccc1	i	i	0	i	-7	i	i	i	i	i	-10
18	Cc1ccc(CNC(=O)c2ccc(NS(=O)(=O)c3cccs3)cc2)cc1	i	i	-3	i	-2	i	i	i	i	i	-3
19	Cc1ccc(Cn2nnc3c(=O)[nH]c(C4CCCN(C(=O)Nc5ccc(F)cc5F)C4)nc32)cc1 (stereo unspecified)	i	i	1	i	-3	i	i	i	i	i	-5
20	Cc1cccc(N=Nc2c(C)[nH]n(C(N)=S)c2=O)c1C	i	/	/	i	-1	i	i	i	i	i	-11
21	CN1CCN(S(=O)(=O)c2ccc(Sc3nnc(-c4cccs4)n3-c3ccccc3)nc2)CC1	i	i	-4	i	3	i	i	i	i	i	-15
22	CCOc1ccc(C(C)=O)cc1CSc1nc(C)cc(C)n1	i	i	-3	i	17	i	i	i	i	i	2
23	COc1ccccc1CN(C)CC(=O)Nc1ccc(Cl)cc1C(F)(F)F	i	i	-1	i	-3	i	i	i	-14*	i	-10
24	CC(=O)Nc1ccc(NC(=O)CCCNC(=O)c2ccc(Cl)cc2)cc1	i	i	1	i	8	i	i	i	i	i	-3
25	CC1OC(Nc2ccc(OC(F)(F)F)cc2)C(O)C(O)C1O (stereo unspecified)	i	i	6	i	10	i	i	i	i	i	-10
26	CCCN(CC1CC1)C(=S)Nc1ccccc1F	i	i	/	i	-2	i	i	i	i	i	11*
27	S=c1[nH]c2cnccc2n1Cc1ccccc1	i	i	2	i	0	i	i	i	i	i	-7
28	Cc1ccc(C(=O)Nc2cccc(-c3ccc(N4CCOCC4)nn3)c2)cc1	i	i	5	i	-28	i	i	i	i	i	-10
29	COc1cccc(/C=N/NC(=O)c2cnn(-c3ccccc3)c2N)c1	i	i	2	i	25	i	i	i	i	i	-2
30	Cc1ccc(C(=O)NCC2CCCO2)cc1N1CCCC1=O (stereo unspecified)	i	i	0	i	3	i	i	i	i	i	-3
31	CCN(CC(=O)Nc1ccc(OC)cc1)C(=O)c1ccccc1Sc1ccccc1C#N	i	i	15	i	/	i	i	i	i	i	-27
32	CC(C)C(=O)NC(=S)Nc1ccc(S(=O)(=O)N(C)C)cc1	i	i	-3	i	4	i	i	i	i	i	-9
33	O=C(O)c1ccc(-n2c(=O)c3ccccc3c3ccccc3c2=O)cc1	i	i	-1	i	-1	i	i	i	i	i	-8
34	CCCn1c(N2CCN(CC(=O)Nc3ccc4c(c3)OCCO4)CC2)nc2ccccc21	i	i	-5	i	-1	i	i	i	i	i	-9
35	CCc1ccccc1N(CC(=O)NC1CCCCC1)C(=O)CCC(=O)Nc1ccccn1	i	i	-4	i	-1	i	i	i	i	i	-6
36	CC(/C=N/NC(=O)c1cc(-c2ccc(C)o2)[nH]n1)=C\c1ccccc1	i	i	-9	i	12	i	i	/	i	i	-3
37	Cc1nc2ccccc2cc1C(=O)N(C)Cc1ccccc1	i	i	-2	i	4	i	i	i	i	i	-4
38	CC1(c2ccccc2)NC(=O)N(CC(=O)Nc2cc(S(=O)(=O)N3CCOCC3)ccc2Cl)C1=O (stereo unspecified)	i	i	-3	i	0	i	i	i	i	i	-16
39	O=S(=O)(Nc1nc2c(s1)CCCC2)c1ccc(F)cc1	i	i	0	i	7	i	i	i	i	i	-8
40	Cc1cc(C)n(C(C)CC(=O)N2CCc3ccccc32)n1 (stereo unspecified)	i	i	7	i	-12	i	i	i	i	i	-6
41	CCOC(=O)C1CCCN(C(=O)c2ccc3nc(-c4cccc(OC)c4)oc3c2)C1 (stereo unspecified)	i	i	9	i	7	i	i	i	i	i	-12
42	O=C(Nc1ccccc1)N1N=CCC1c1ccccc1 (stereo unspecified)	i	i	9	i	-1	i	i	i	i	i	-6
43	O=C(CCc1cn2ccccc2n1)NC1CCCc2c1cnn2-c1ccccc1F (stereo unspecified)	i	i	2	i	4	i	i	i	i	i	-12
44	Cc1nc2ccccc2c2oc(C(=O)N3CCc4ccccc4C3)cc12	i	i	32	i	-8	i	i	i	i	i	-28
45	CCN(C(=O)c1cc2ccccc2oc1=O)c1ccccc1	i	i	3	i	-12	i	i	i	i	i	-13
46	Cc1nn(Cc2cccc(Oc3ccccc3)c2)c(C)c1NC(=O)NC12CC3CC(CC(C3)C1)C2	i	i	-1	i	26	i	i	i	i	i	-3
47	CC(C)(CNC(=O)Cc1ccc(Cl)cc1Cl)N1CCOCC1	i	i	7	i	-3	i	i	i	i	i	-7
48	CNc1cc(N2CCN(S(=O)(=O)N(C)C)CC2)ccc1[N+](=O)[O-]	i	i	3	i	-1	i	i	i	i	i	-4
49	COc1ccc(-c2cc(-c3ccc(Cl)cc3)c(C#N)c(SCC(=O)O)n2)cc1	i	i	-2	i	6	i	i	i	i	i	-8
50	CCOC(=O)c1c(-c2ccc(-c3ccccc3)cc2)csc1NC(=O)CNCCN(C)C	i	i	1	6*	-5	i	i	i	-10*	i	-31
51	C/C(N)=C(/C#N)C(=O)COC(=O)CSc1ccccc1	i	i	-8	i	-2	i	i	i	i	i	-14
52	O=C(CCN1C(=O)[C@H]2CC=CC[C@H]2C1=O)NCc1nc(-c2ccc(Cl)cc2)no1	i	i	3	i	-3	i	i	i	i	i	-5

Screening data (PubChem)
